Source: PubChem BioAssay (several laboratories)
eIF4E-4G inh: eIF4E–eIF4G protein interaction inhibitors, primary screen, biochemical, uHTS, TR-FRET, eIF4GI fragment; Eukaryotic translation initiation factor 4E (Mus musculus) + Eukaryotic translation …; TR-FRET eIF4E-eIF4GI(517-606) binding, 2 h; inhibition, % at 21.7 µM; hit rate 0.37% among 220,000;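 active = inhibition above about 30%, limit read from the data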;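 also: 0% = full FRET control wells and 100% = background wells lacking eIF4GI fragment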
MDM2 E3 inh: MDM2-luciferase reporter signal enhancers, primary screen, MDM2 E3 ligase inhibitor project, cell-based, luminescence, 1536-well; hit rate 0.11% among 210,000; signal enhancement, % at 5 µM; cell-based MDM2 ubiquitination luciferase reporter, 2 h; 0 = plate control, 100 = twice control, blank-subtracted;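 active = signal enhancement of 30% or more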;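 also: luminescence tracks abundance of the self-degrading MDM2-luciferase fusion protein; higher signal means inhibition of MDM2 E3 ligase activity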
Target sequence (Q00987 whole entry, looked up, the tested form may be a part): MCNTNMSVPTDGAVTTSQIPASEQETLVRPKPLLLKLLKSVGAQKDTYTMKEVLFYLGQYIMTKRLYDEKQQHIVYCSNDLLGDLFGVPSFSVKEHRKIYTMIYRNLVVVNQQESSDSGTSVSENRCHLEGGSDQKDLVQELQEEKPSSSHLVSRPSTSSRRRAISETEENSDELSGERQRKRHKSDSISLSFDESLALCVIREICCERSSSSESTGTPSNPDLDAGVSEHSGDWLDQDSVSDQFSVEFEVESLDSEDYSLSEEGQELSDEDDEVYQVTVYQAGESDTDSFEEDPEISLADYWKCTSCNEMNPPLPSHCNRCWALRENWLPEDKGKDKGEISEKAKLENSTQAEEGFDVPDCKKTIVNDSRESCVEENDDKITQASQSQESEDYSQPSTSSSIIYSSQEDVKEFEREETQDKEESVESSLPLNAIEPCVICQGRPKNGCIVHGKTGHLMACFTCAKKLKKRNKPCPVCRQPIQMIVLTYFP
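Assay system: stable mammalian line carrying autodegrading MDM2–luciferase fusion reporter; Input: 2000 cells in each well; Compound dosing: single-point 5 µM; Schedule: 2 h compound exposure at 37 °C; Signal: SteadyLite luciferase luminescence after 15 min room-temperature reagent incubation; Evaluation: % luminescence enhancement versus blank-corrected plate control mean; Benchmarks: plate controls and plate blanks.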
* hit, by the source's call; [ ] = remark or other dose. This is a subset. The share of hits here may be higher or lower than overall.

smiles	eIF4E-4G inh	MDM2 E3 inh
Cc1ccc2c(c1)COc1c3ccc(C(=O)NC(C)C)cc3nn1-2	0	5
COC(C[C@H](O)CC(=O)[C@H](C)OCc1ccccc1)OC	2	20
Cc1nc(C(=O)Nc2ccccc2)sc1C1(C)CC(c2cccnc2)=NO1 (stereo not given)	-3	21
CCC(=O)Nc1cccc(C2=NOC3(C2)C[C@@H](C(N)=O)N(C(=O)c2cc([N+](=O)[O-])cc([N+](=O)[O-])c2)C3)c1 (stereo not given in full)	-1	1
N#Cc1ccc(C23CC4(C2)[C@H](CN(Cc2ccc(-c5ccccc5)cc2)[C@@H]4c2ccccc2)C3c2ccc(C(F)(F)F)cc2)cc1 (stereo not given in full)	1	10
C=CCCN(C(CC(C)C)C(=O)OC)S(=O)(=O)c1cc(Br)ccc1Br (stereo not given)	-1	0
CC(C)CN1CCC(=O)N([C@H](CSc2ccc(Br)cc2)Cc2ccccc2)CC1	-1	19
COc1cccc(SCc2noc(C(=O)NCc3ccccc3)c2C(=O)NCc2ccccc2)c1	1	-7
CCCCNC(=O)C1CC(c2cccc(F)c2)=NO1 (stereo not given)	3	-3
C=CCCCN(Cc1ccccc1)S(=O)(=O)c1ccccc1Br	0	3

More entries follow:
smiles	eIF4E-4G inh	MDM2 E3 inh
COCCNS(=O)(=O)c1cccc2cccnc12	-3	-1
O=C(O)Cc1ccc(O)c(O)c1	-16	-3
CCCOc1ccc(-c2nnn(CC(=O)Nc3cccc(C(=O)OC)c3)n2)cc1	3	-4
CCn1cc(S(=O)(=O)CC(=O)N2CCc3ccccc32)c2ccccc21	-12	-9
COc1ccc(C(=O)Nc2ccc3oc(-c4cccc(F)c4)nc3c2)cc1OC	0	-14
CC(C)C[C@H](CO)Nc1nc(N(C)c2cccc(Cl)c2)c2ncn(C(C)C)c2n1	-2	10
Cc1ccc(NC(=O)c2nc[nH]c2C(=O)N[C@@H](C)C(=O)OC(C)(C)C)cc1	-4	-5
NC1=NC[C@H](Cc2ccccc2)N1CCc1cccc(F)c1	3	-15
C#CCO[C@@H]1C[C@H](n2ccc(NC(=O)c3ccccc3)nc2=O)O[C@@H]1CO	0	6
NC(=O)[C@H]1CC2(CC(c3cccc(NC(=O)[C@H]4CCC(=O)N4)c3)=NO2)CN1C(=O)c1ccccc1 (stereo not given in full)	11	14

New compounds follow
smiles	eIF4E-4G inh	MDM2 E3 inh
CCCCCC/C=C/c1ccc([C@H]2[C@H]3C=CC[C@@H](C)[C@@H]3C(=O)N2Cc2ccccc2)c(F)c1	-6	2
COc1ccc(C2/C=C\CN(C(=O)c3ccccc3)CC(=O)N2Cc2ccc(F)cc2)cc1 (stereo not given)	23	6
O=c1cc(-c2ccccc2Cl)oc2c(NS(=O)(=O)c3cccs3)ccc(O)c12	-11	14
COc1ccc(C(CC(=O)N2CCCCC2)c2c(OC)cc(OC)c3c(-c4ccccc4)cc(=O)oc23)cc1 (stereo not given)	26	15
NC(=O)c1ccsc1NC(=O)C1CC1	-17	-9
CCCCCC(=O)Nc1cccc(C2=NOC3(C2)C[C@H](C(N)=O)N(C(=O)c2ccccc2)C3)c1 (stereo not given in full)	1	9
Cc1ccc(C(=O)Nc2cccc(C(F)(F)F)c2)cc1NC(=O)c1nccnc1N	-8	5
CCOC(=O)c1ccc(NC(=O)c2nc[nH]c2C(=O)NC2CCN(C(=O)OC(C)(C)C)CC2)cc1	6	-9
CC1(OC(=O)CCc2ccccc2)C(=O)C=C2C=C(c3ccsc3)OC=C2C1=O (stereo not given)	9	-8
COC(=O)[C@@H]1C[C@@]2(O)[C@@H](O)[C@@H](O)[C@@H](O)C[C@H]2N1Cc1ccc(-c2ccccc2)cc1	-2	16

Single values from the results shown:
COC(=O)[C@@H]1C[C@@]2(O)[C@@H](O)[C@@H](O)[C@@H](O)C[C@H]2N1Cc1ccc(-c2ccccc2)cc1 in MDM2 E3 inh is entered as 16
COc1ccc(C2/C=C\CN(C(=O)c3ccccc3)CC(=O)N2Cc2ccc(F)cc2)cc1 (stereo not given) in eIF4E-4G inh is entered as 23
COc1ccc(C(CC(=O)N2CCCCC2)c2c(OC)cc(OC)c3c(-c4ccccc4)cc(=O)oc23)cc1 (stereo not given) in eIF4E-4G inh is entered as 26
O=c1cc(-c2ccccc2Cl)oc2c(NS(=O)(=O)c3cccs3)ccc(O)c12 in MDM2 E3 inh is entered as 14

Additional records
smiles	eIF4E-4G inh	MDM2 E3 inh
C[C@H](NC(=O)OCc1ccccc1)c1nnc([C@H](C)NC(=O)OCc2ccccc2)o1	1	4
COC(=O)c1ccc(C23CC4(C2)[C@H](CN(CC2CCCCC2)[C@@H]4c2ccccc2)C3c2ccc(Cl)nc2)cc1 (stereo not given in full)	6	7
CN(CCCC[C@H](CNCc1ccc(-c2ccccc2)cc1)N1C[C@H](c2ccccc2)N(CCc2ccc(Cl)c(Cl)c2)C(=O)C1=O)Cc1ccc(-c2ccccc2)cc1	2	1
CCCNC(=O)c1ccc2c(=O)c(O)c(-c3ccc(C)cc3)[nH]c2c1	-5	7
CCN1CCN(c2cc(C)c3cc(NC(=O)c4ccncc4)ccc3n2)CC1	-7[fluorescence artefact?]	-13
COc1ccc(C2/C=C\CN(C(=O)C3CCCCC3)CC(=O)N2Cc2ccc(F)cc2)cc1 (stereo not given)	-4	19
CCC1=C2CC[C@H]3C(=O)N(CC(=O)OC)C(=O)[C@H]3[C@H]2[C@@]2(C)C(=NCC(=O)OC)OC(=O)N2C1=O	1	-11
COc1ccc(C(CC(=O)N2CCCC2)c2c(OC)cc(OC)c3c(-c4ccccc4)cc(=O)oc23)cc1 (stereo not given)	34*	7
COC(C[C@@H]1O[C@H]1[C@@H](O)COCc1ccccc1)OC	2	20
Cn1cnc2c1c(=O)[nH]c(=O)n2C	-13	-1

Following part:
smiles	eIF4E-4G inh	MDM2 E3 inh
C/C=C(/C)C(=O)Nc1cccc(C2=NOC3(C2)C[C@@H](C(N)=O)N(C(=O)CC(c2ccccc2)c2ccccc2)C3)c1 (stereo not given in full)	-2	-9
COc1ccc(C(CC(=O)N2CCCC2)c2c(OC)cc(OC)c3ccc(=O)oc23)cc1 (stereo not given)	-5	0
COc1ccc(SCCN2CCN(CC(C)C)CCC2=O)cc1	-2	13
COC(=O)c1ccc([C@H]2C=C(C(=O)O)O[C@@H](OCc3ccc(CO)cc3)C2)cc1	2	4
COc1cc(OC)c2c(-c3ccccc3)cc(=O)oc2c1C(CCN1CCCC(C)C1)c1ccc(N(C)C)cc1 (stereo not given)	-1	19
COC(=O)[C@@H]1C[C@@]2(O)[C@@H](O)[C@@H](O)[C@@H](O)C[C@H]2N1Cc1cc(OC)cc(OC)c1	-5	19
COC(=O)c1ccc(CN(C)S(=O)(=O)c2ccc(C)cc2)o1	4[fluorescence artefact?]	-9
COC(=O)c1ccc(C23CC4(C2)[C@H](CN(Cc2ccc(C(F)(F)F)cc2)[C@@H]4c2ccccc2)C3c2ccc(Cl)nc2)cc1 (stereo not given in full)	1	10
COc1cc(O)c(C(CCN2CCCC(C)C2)c2ccc(N(C)C)cc2)c(OC)c1 (stereo not given)	2	-1
CCCNS(=O)(=O)c1cccc2cccnc12	3[fluorescence artefact?]	-2

Next part; it opens with the three that closed the last part.
smiles	eIF4E-4G inh	MDM2 E3 inh
COC(=O)c1ccc(C23CC4(C2)[C@H](CN(Cc2ccc(C(F)(F)F)cc2)[C@@H]4c2ccccc2)C3c2ccc(Cl)nc2)cc1 (stereo not given in full)	1	10
COc1cc(O)c(C(CCN2CCCC(C)C2)c2ccc(N(C)C)cc2)c(OC)c1 (stereo not given)	2	-1
CCCNS(=O)(=O)c1cccc2cccnc12	3[fluorescence artefact?]	-2
COC(=O)C1=C(C(=O)OC)[C@@H]2N(C)c3ccccc3[C@@]23C[C@@H](C(=O)OC)N(C(=O)c2ccc(Br)cc2)C3=N1	-3	17
CCOC(=O)C1CCN(S(=O)(=O)c2ccc3c(c2)CCCN3C(C)=O)CC1	5	-1
COc1ccc(C(CCN2CCCCC2)c2c(O)cc(OC)cc2OC)cc1 (stereo not given)	-7	-3
CCN(CC)C(=O)CC(c1ccc(N(C)C)cc1)c1c(OC)cc(OC)c2ccc(=O)oc12 (stereo not given)	3	-2
CCCCC1(C(=O)OCC)CC(CN2CCOCC2)OC1=O (stereo not given)	-6	-5
COc1cc(OC)c2c(-c3ccccc3)cc(=O)oc2c1C(CC(=O)N1CCN(c2ccccc2)CC1)c1ccc2c(c1)OCO2 (stereo not given)	11	0
CCC1=C(OC(=O)N(CC)CC)N2C(=O)OC(=NCC(=O)OC)[C@]2(C)[C@H]2C1=CC[C@H]1C(=O)N(CC)C(=O)[C@H]12	0	9
CCCNC(=O)C1CC(c2ccc(C(F)(F)F)cc2)=NO1 (stereo not given)	2	-31
Cc1cc(NC(=O)CSc2nc3c(c(=O)n2Cc2ccccc2)SC(C)C3)no1 (stereo not given)	-22	4
C/C=C(\C)C(=O)N1CC2(CC(c3cccc(NC(=O)CCCCC)c3)=NO2)C[C@@H]1C(N)=O (stereo not given in full)	-7	12

Overlap with the part before: 2 compounds; new compounds follow.
smiles	eIF4E-4G inh	MDM2 E3 inh
Cc1cc(NC(=O)CSc2nc3c(c(=O)n2Cc2ccccc2)SC(C)C3)no1 (stereo not given)	-22	4
C/C=C(\C)C(=O)N1CC2(CC(c3cccc(NC(=O)CCCCC)c3)=NO2)C[C@@H]1C(N)=O (stereo not given in full)	-7	12
CC(C)C(C(=O)N1CCN(C(=O)OC(C)(C)C)CC1)n1cc(-c2cn([C@@H](C)C(=O)N3CCN(C(=O)OC(C)(C)C)CC3)nn2)nn1 (stereo not given in full)	2	-10
CCCCCCNS(=O)(=O)c1ccccc1Br	-4	-3
Cc1ccc(CNC(=O)C2CC(c3ccccc3C(F)(F)F)=NO2)cc1 (stereo not given)	1	-1
CC(=O)N1C(C(=O)O)CSC1c1ccc(C)cc1 (stereo not given)	0	-2
C/C=C/C=C\C(=O)Nc1cccc(C2=NOC3(C2)C[C@@H](C(N)=O)N(C(=O)/C(C)=C/C)C3)c1 (stereo not given in full)	-5	1
COC(=O)CCC(=O)OC1(C)C(=O)C=C2C=C(C3CC3)N(C3CC3)C=C2C1=O (stereo not given)	-2	15
Cc1ccc2c(c1)C(=O)CC1(CCCCCC1)O2	-3	7
Cc1ccc(-c2cccc(C3CC=CC4C3C(=O)N(Cc3ccccc3)C4c3ccc(C(F)(F)F)cc3)c2)cc1 (stereo not given)	-5	16
CC1CCCN(c2ncnc3c2cnn3-c2ccccc2)C1 (stereo not given)	-17	-75
O=C(NCCO)c1ccc2c3n(nc2c1)-c1ccccc1CO3	2	1

(cont.)
smiles	eIF4E-4G inh	MDM2 E3 inh
COc1cc(NC(=O)c2csc(N)n2)cc(C(=O)Nc2cccc(C(F)(F)F)c2)c1	0	3
C[C@@H](CO)NC(=O)c1ccc2c3n(nc2c1)-c1ccccc1CO3	-2	1
CN1C(C(=O)NCc2cccc(C(F)(F)F)c2)CC2Cn3c(nc4cc5ccccc5cc43)C21 (stereo not given)	-3	7
Cc1ccc(-c2[nH]c3cc(C(N)=O)ccc3c(=O)c2O)cc1	-3	8
C/C=C(\C)C(=O)Nc1cccc(C2=NOC3(C2)C[C@@H](C(N)=O)N(C(=O)/C(C)=C/C)C3)c1 (stereo not given in full)	96*	1
Cc1cccc(C2CC(c3ccc(F)cc3)Nc3nc(N)nn32)c1 (stereo not given)	5[fluorescence artefact?]	-5
C/C=C\C=C/C(=O)Nc1cccc(C2=NOC3(C2)C[C@@H](C(N)=O)N(C(=O)/C=C/CC)C3)c1 (stereo not given in full)	75*	-7
CC(C)=CC(=O)O[C@H]1[C@@H]2[C@H](C)C(=O)O[C@@H]2C[C@@H](C)[C@@H]2[C@@H](O)CC(=O)[C@]21C	-5	-13
C[C@@H]1CC=C[C@H]2[C@H]1C(=O)N(Cc1ccccc1)[C@H]2c1ccoc1	-4	13
C=CCN1C=C2C(=O)C(C)(OC(=O)c3cccs3)C(=O)C=C2C=C1CCCC(=O)OC (stereo not given)	0	-8

More entries.
smiles	eIF4E-4G inh	MDM2 E3 inh
NC(=O)[C@@H]1CC2(CC(c3cccc(NC(=O)CC(c4ccccc4)c4ccccc4)c3)=NO2)CN1C(=O)[C@@H]1CCC(=O)N1 (stereo not given in full)	1	-14
CCO[C@@H]1OC(C(N)=O)=C[C@H](c2coc3ccccc3c2=O)[C@H]1CCCO	-5	9
CCCNc1nc(C)cc(-c2cc(C(=O)NCc3ccccc3)on2)n1	-2	-25
C=CC(C)(C)c1[nH]cnc1/C=C1\NC(=O)C(C(C)C)NC1=O (stereo not given)	-1	-28
O=C(CSCc1ccc(Cl)cc1)c1ccco1	-3	-9
c1ccc2cc3[nH]c(CN4CCCCC4)nc3cc2c1	0	-12
CC1(c2nnc(Cc3ccccc3)o2)CC(c2cccc(Cl)c2)=NO1 (stereo not given)	-2	3
Cc1cccc(NC(=O)c2ccccc2Br)n1	1	0
O=C(O)C1=C[C@H](c2cccs2)C[C@H](OCc2ccc(CO)cc2)O1	-2	10
COc1ccccc1CNC(=O)C1CC2Cn3c(nc4ccccc43)C2N1C (stereo not given)	2	7
C1=C(CCNc2ncnc3c2cnn3-c2ccccc2)CCCC1	3	-17
C[C@@H]1CCC[C@]2(O[C@H](CCO)C[C@H](O)[C@H]2O)O1	1	-6
CC(C)c1ccc(NC(=O)C(c2ccccc2)N2CCOCC2)cc1 (stereo not given)	2	-17
